Assay outcomes (PubChem BioAssay)
zfTRPN1 agonist: activates the zebrafish TRPN1 channel; HEK293 zebrafish TRPN1-YFP, Fluo-8 calcium fluorescence; 100% = response to 87 µM carbachol; activation, % at 3 µM; 0.18% of 220,000 active;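 active means activation above its plate's cutoff, the mean activation of test wells on that plate plus 3 SD, cut at about 19% in these data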;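 further: 0% = DMSO alone and 100% = 87 µM carbachol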
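Material: zebrafish TRPN1-YFP in HEK293 cells; Doses: single test compound dose, 3 µM nominal, 0.3% DMSO; Timing: dye loading 1 h at 37 °C, then 30 min room temperature; Technique: intracellular calcium fluorescence with Fluo-8; Benchmarks: high carbachol 87 µM, low DMSO alone.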
NPY Y1 blocker: NPY-Y1 (human) receptor antagonism; P25929; HEK293-CNG Y1 cells, membrane potential fluorescence; NPY at EC95, then isoproterenol; inhibition, % at 3.6 µM; 1% of 200,000 active; AID 1040;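 active means inhibition above the campaign mean inhibition of all tested compounds plus 3 SD, cut at about 20% in these data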;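 further: 0% = DMSO wells given NPY plus isoproterenol and 100% = isoproterenol alone without NPY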
Target sequence (P25929 whole entry, looked up): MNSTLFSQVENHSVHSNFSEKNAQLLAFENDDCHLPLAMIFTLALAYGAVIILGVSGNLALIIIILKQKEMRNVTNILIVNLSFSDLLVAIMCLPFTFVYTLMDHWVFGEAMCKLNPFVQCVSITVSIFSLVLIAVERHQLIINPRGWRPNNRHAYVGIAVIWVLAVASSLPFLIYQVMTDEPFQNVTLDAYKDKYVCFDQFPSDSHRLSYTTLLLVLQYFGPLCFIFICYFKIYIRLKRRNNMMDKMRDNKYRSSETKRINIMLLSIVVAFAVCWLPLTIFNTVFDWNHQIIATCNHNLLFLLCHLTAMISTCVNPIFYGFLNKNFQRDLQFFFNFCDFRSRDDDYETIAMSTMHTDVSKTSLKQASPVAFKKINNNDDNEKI
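System: HEK293 cells with Y1 receptor plus CNG channel / Probe or stimulus: NPY 25 nM then isoproterenol 1 µM plus Ro 20-1724 25 µM / Compound: one concentration, 3.6 µM, in 0.4% DMSO / Schedule: compound incubation 1 h at room temperature, readout 45 min post-stimulation / Measured by: membrane potential fluorescence / Read-out: % inhibition of NPY effect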
14-3-3 Bad PPI: disrupts binding of bovine 14-3-3 zeta to phospho-Bad peptide; P63103; TR-FRET 14-3-3zeta/Dy647-pBad peptide displacement, 1 h; 0.71% of 220,000 active; inhibition, % at 21.7 µM;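 active means inhibition above about 70%, limit read from the data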;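 further: 0% = full 14-3-3 plus peptide FRET controls and 100% = background without 14-3-3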
Target sequence (P63103 whole entry, looked up): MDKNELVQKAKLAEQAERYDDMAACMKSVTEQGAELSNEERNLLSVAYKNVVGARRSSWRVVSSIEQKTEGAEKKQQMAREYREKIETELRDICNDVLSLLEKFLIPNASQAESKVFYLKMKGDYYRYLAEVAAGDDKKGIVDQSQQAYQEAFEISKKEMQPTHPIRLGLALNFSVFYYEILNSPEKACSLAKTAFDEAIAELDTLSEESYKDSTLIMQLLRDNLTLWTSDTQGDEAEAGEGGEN
CHOP inhibitor: blocks CHOP induction under ER stress. CHO-K1 CHOP-promoter luciferase, tunicamycin-induced, 15-18 h. inhibition, % at 10 µM. 3.8% of 220,000 active. AID 2732;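 active means compounds that reduced the stress-induced luciferase reporter signal by more than about 70% of percent inhibition, limit read from the data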;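 further: 0% = tunicamycin plus vehicle and 100% = wells without tunicamycin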
PGE2 EP2 inh: inhibitors of human EP2 prostaglandin E2 receptor | 0.52% of 260,000 active | inhibition, % at 25 µM | C6 glioma cells expressing human EP2, cAMP TR-FRET; cells stimulated with saturating PGE2;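 active means percent inhibition above 40 after rounding to a whole number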;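 further: rat C6 glioma host cells with rolipram phosphodiesterase inhibitor present; the protocol text gives 20 µM as final concentration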
Target sequence (P43116 whole entry, looked up): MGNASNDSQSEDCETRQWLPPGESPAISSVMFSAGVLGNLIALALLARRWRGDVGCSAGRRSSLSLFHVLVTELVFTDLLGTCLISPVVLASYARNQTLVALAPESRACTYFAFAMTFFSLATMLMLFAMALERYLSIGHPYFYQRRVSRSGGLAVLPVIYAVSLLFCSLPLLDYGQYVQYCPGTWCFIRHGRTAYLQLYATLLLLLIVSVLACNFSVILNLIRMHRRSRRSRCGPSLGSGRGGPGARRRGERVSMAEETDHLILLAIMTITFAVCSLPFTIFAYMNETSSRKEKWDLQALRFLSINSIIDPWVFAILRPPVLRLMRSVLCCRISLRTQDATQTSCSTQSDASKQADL
PPC-1+TRAIL kill: kills PPC-1 cancer cells in the presence of TRAIL. 0.41% of 220,000 active. cell killing (% activity), % at 4 µM. PPC-1 cells + TRAIL, ATPLite viability luminescence;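 active means cell killing above 50% in the first pass at 4 µM, then a duplicate retest at 5 µM averaging 50% or more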;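 further: plate controls were cells with TRAIL plus DMSO for no effect and medium-only wells lacking cells for full effect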
NPY-Y1 PAM-ag: potentiates or activates human NPY-Y1 receptor. 0.37% of 220,000 active. activation, % at 3.6 µM. P25929. NPY-Y1 expressing cells, potentiator/agonist activation. AID 1304; in the data active means activation above about 33%, passing the limit was not always enough;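 further: cells stimulated with NPY at EC10 then isoproterenol at EC100; 0% = low agonist plus stimulus and 100% = saturating agonist plus stimulus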
EP2 mod: EP2 receptor (human) modulation; P43116; EP2-expressing cells, cAMP HTRF FRET, PGE2 co-stimulation; induction, % at 25 µM; 0.83% of 260,000 active;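 active means compounds whose cAMP rise, as percent of the full-agonist control response, exceeds 60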;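 further: rat C6 glioma line stably carrying human EP2 under a CMV promoter; the protocol text gives 20 µM as final concentration; 100% = response of wells given 1 µM PGE2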
TRPML3 agonist: agonists of human TRPML3 channel. HEK293 TRPML3-YFP, Fluo-8 calcium fluorescence; 100% = the carbachol control signal. 0.29% of 220,000 active. AID 1448. activation, % at 3 µM;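 active means activation above its plate's cutoff, the mean activation of the plate's test wells plus 3 SD, cut at about 12% in these data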;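 further: 0% = DMSO only wells and 100% = carbachol wells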
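system = HEK293 cells stably carrying human TRPML3-YFP | doses = one concentration, 3 µM nominal, 0.3% DMSO | timing = dye loading 1 h 37 °C then 30 min ambient, 125 s read | detection = Fluo-8 calcium dye fluorescence, ex 470-495, em 515-575 nm | benchmarks = high control carbachol 87 µM, low control DMSO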
Numbers without * were called inactive; nt = no result given; & = joins results of further samples; [ ] = remark or other dose.

SMILES | zfTRPN1 agonist | NPY Y1 blocker | 14-3-3 Bad PPI | CHOP inhibitor | PGE2 EP2 inh | PPC-1+TRAIL kill | NPY-Y1 PAM-ag | EP2 mod | TRPML3 agonist
O=C1CCC(=O)N1OCCCOc1ccccc1 | 0.7 | 2.0 | -2.9 | -27.4 | 9.2 | -14.7 | 5.1 | 7.3 | 0.2
Cc1occc1C(=O)Nc1cc(C(F)(F)F)ccc1Cl | -0.1 | -1.5 | 0.2 | 45.1 | 9.2 | -15.7 | -45.7 | 15.4 | 0.2
O=C(NNC(=O)c1n[nH]c(=O)c2ccccc12)c1ccc(Br)cc1 | 1.8 | nt | 0.1 | -24.6 | 7.4 | -2.8 | 6.6 | -5.2 | 0.2
C=CCC(O)(CCN1CCCCC1)c1ccccc1 (centres undefined) | 2.0 | -2.6 | -3.3[fluorescence artefact?] | 5.7 | 8.9 | 12.4 | -1.3 | 14.4 | 0.8
Cc1ccc(-c2nc(SCC(=O)Nc3cc(S(=O)(=O)N4CCCCC4)ccc3Cl)n[nH]2)cc1 | -0.9 | -6.2 | -9.8[fluorescence artefact?] | 9.9 | 6.7 | 16.3 | 12.1 | -8.9 | 0.8
Cc1cccc(C)c1NC(=O)C(NC=O)c1ccc(Cl)cc1 (centres undefined) | -0.3 | -5.1 | -8.3 | -10.0 | 12.2 | -3.5 | 3.6 | 24.1 | 0.7
COC(=O)c1ccc(/C=N/NC(=O)CC(=O)NC2CCCCC2)cc1 | 0.0 | 6.8 | -4.8 | 4.1 | 8.1 | nt | -18.5 | 28.3 | 0.0
O=C(N/N=C/c1ccc(Cl)c([N+](=O)[O-])c1)C1CC1 | 4.2 | 2.4 | 0.2 | 3.8 | 3.2 | 7.9 | 5.0 | -40.9 | 0.1
CCOC(=O)c1nn(-c2ccccc2)c(C#N)c1NC(=O)c1nn(CC)cc1Br | 0.0 | 8.4 | nt | 48.9 | 8.7 | 15.3 | -17.2 | -5.1 | 0.3
CN1CCC2(CC1)NC(=O)NC2=O | 0.8 | 1.7 | -4.3[fluorescence artefact?] | 7.4 | 8.5 | 16.6 | 5.1 | -1.7 | 0.2
Cc1ccc(NC(=O)C(=O)NCc2ccco2)c(C)c1 | -1.9 | 0.6 | -9.2 | 6.4 | 8.9 | -5.3 | 3.4 | -2.6 | 0.0
O=C(O)c1ccc(COc2ccc(Cl)cc2)o1 | -1.0 | 11.3 | 4.0 | -15.6 | 6.6 | 19.5 | -15.0 | -9.5 | 1.4
CCCNC(=O)/C=C/c1ccc(S(=O)(=O)Nc2ccccc2OC)cc1 | 1.3 | -2.7 | -4.6 | 5.8 | 7.2 | -13.5 | 10.3 | -46.8 | 1.8
Cc1ccccc1N1CCN(c2ncnc3scc(-c4cccs4)c23)CC1 | -0.1 | 19.2 | -10.6[fluorescence artefact?] | 40.2 | 2.8 | -14.0 | -60.9 | 25.1 | 0.1
COc1ccc(S(=O)(=O)N(CC(=O)NCc2ccco2)c2ccccc2)cc1OC | 0.5 | 2.2 | -6.2 | 19.7 | 8.4&8.1 | -2.0 | 5.1 | -51.2&8.0 | 0.1
N#Cc1ccc(C(=O)Nc2nnc(-c3ccco3)o2)cc1 | 0.8 | 4.1 | -0.1 | 7.2 | 4.1 | 5.1 | -10.9 | 0.9 | 0.1
Cc1onc(-c2c(F)cccc2Cl)c1C(=O)N1CCCc2ccccc21 | -1.4 | -1.3 | 13.4 | -4.1 | 13.1 | 13.4 | 20.1 | 30.9 | -0.3
O=C(/C=C/c1cccc(Cl)c1)N1CCC(Cc2ccccc2)CC1 | 0.6 | 3.7 | -19.0 | 34.9 | 21.7 | 15.3 | -14.9 | -87.9 | 0.6
CCOC(=O)C1(C)C=C(Nc2ccc(O)cc2)C(=O)N1c1ccc(O)cc1 (centres undefined) | -1.0 | 0.0 | -14.0 | 24.0 | 7.5 | 13.7 | 1.9 | 2.6 | 0.4
COc1ccccc1C(=O)N/N=C/c1ccc(Cl)s1 | -1.0 | 5.5 | -1.7 | -4.3 | 9.5 | 43.9 | -20.4 | 12.0 | 0.6
CC(=O)N(CC(C)(C)CC=C(C)C)c1ccccc1 | 0.6 | 0.9 | -3.6 | 44.2 | 16.5 | -3.3 | 19.1 | 35.7 | 1.1
COc1ccc(-c2cc(C(=O)Nc3c(C)nn(Cc4ccc(Cl)cc4)c3C)no2)cc1 | 0.1 | 0.0 | -8.8 | 80.8* | 12.7 | 3.5 | -1.5 | -45.6 | 0.3
Cc1cc(C)c(C(=O)CSc2nnc(N)s2)c(C)c1 | -1.9 | 0.9 | -0.6 | -8.6 | 7.1 | -13.5 | -5.4 | 9.4 | -0.5
COc1ccc(C)cc1N(C(=O)c1ccccc1)c1nc2ccccc2s1 | 1.4 | 7.3 | 1.2[fluorescence artefact?] | -9.8 | 2.7 | 8.4 | -23.7 | 34.2 | 0.0
CC(=O)c1c(C)[nH]c(C(=O)CSc2nnc(-c3cccs3)n2Cc2ccccc2)c1C | -0.3 | -0.7 | 2.8 | 18.9 | 13.9 | 25.5 | 0.5 | -12.5 | -0.3
COc1ccc(-n2cc(-c3ccc(Cl)cc3)[nH]c2=S)cc1 | -0.7 | nt | -7.4 | -13.3 | 15.7 | 5.4 | 26.8 | -34.3 | 0.3
Cc1cc(C)nc(N/C(=N\S(=O)(=O)Cc2ccccc2)Nc2ccccc2Br)n1 | -0.2 | 3.3 | 2.9 | -7.5 | 4.2 | -18.3 | 6.8 | 40.0 | 0.3
C=CCNc1sc(C(=O)c2cccs2)c(N)c1C#N | -0.5 | -1.7 | -5.4 | 6.9 | 9.1 | 22.4 | 9.5 | -17.1 | 0.2
CNc1nc(C)nc(-n2nc(C)cc2C)n1 | 3.9 | 6.0 | 6.9 | 27.8 | 26.0 | 25.1 | -7.0 | 15.7 | 0.2
O=C(CSc1nnc(CNC(=O)c2ccco2)o1)Nc1ccccc1 | 0.9 | 7.6 | -9.3 | 8.2 | 5.4 | 3.7 | 1.1 | 12.9 | 1.0
c1csc(-c2nnsc2-c2nc3ccccc3[nH]2)c1 | 2.7 | 0.5 | 0.8[fluorescence artefact?] | 24.3 | 15.7 | 32.3 | 2.0 | -2.1 | 0.8
CC(=O)c1c(NCCc2ccccc2)nc(=S)n(-c2ccccc2)c1C | -0.5 | 0.1 | 1.2 | 9.9 | 3.1 | 18.7 | 30.8 | -22.6 | 0.3
Cc1ccc(S(=O)(=O)N2CCN(CC(=O)NC(=O)NCc3ccco3)CC2)cc1C | -0.1 | nt | 5.7 | 8.4 | 4.5 | 16.1 | 15.9 | 22.9 | 0.7
CCOC(=O)C1=NN(N=O)C2(CC(=O)N(c3cc(C)cc(C)c3)C2=O)C1 (centres undefined) | 0.1 | 1.0 | 4.7 | -10.3 | 1.1 | 12.5 | -13.1 | 33.1 | 1.8
CCCCC(=O)Nc1cccc(NC(=O)c2ccc(Br)o2)c1 | 0.3 | 0.1 | -0.2 | -1.2 | 8.8 | 19.5 | -7.7 | -14.4 | 0.5
Cc1cc(C(=O)CCl)c(C)n1-c1ccon1 | -0.5 | -3.6 | -12.5 | -150.6 | 0.6 | 18.0 | 1.5 | -26.1 | 0.2
C=CCc1ccc(OCCCOc2ccc(C)c(C)c2)c(OC)c1 | -0.5 | 8.8 | 3.7 | 25.5 | 8.2 | 12.0 | -1.2 | 9.8 | 0.4
Cc1[nH]c(C(=O)N/N=C/c2ccc(N(C)C)cc2)c(C)c1C(=O)N/N=C/c1ccc(N(C)C)cc1 | -0.5 | -3.6 | -23.5 | 25.7 | 18.7 | 8.6 | 12.3 | -33.3 | -0.1
Cc1cccc(-n2c(C)cc(C=C3C(=O)c4ccccc4C3=O)c2C)c1 | 1.1 | 1.1 | -71.5[fluorescence artefact?] | 47.4 | nt | 12.2 | 22.2 | 38.9 | 0.7
COC(=O)c1cn(-c2ccccc2)nc1-c1ccc(OC)cc1 | -0.5 | 7.1 | -13.0 | 38.2 | 3.6 | 35.3 | -26.6 | 28.5 | 0.6
COC(=O)c1cc2ccsc2n1Cc1nc(-c2cccc(Cl)c2)oc1C | 1.1 | 11.8 | -4.0 | 33.1 | 11.1 | 17.0 | 0.5 | 61.5* | 0.7
O=C(Cc1c(Cl)cccc1Cl)Nc1cccc(S(=O)(=O)N2CCOCC2)c1 | 1.0 | 0.7 | -3.7 | 5.9 | 6.2 | nt | -14.8 | 4.2 | 0.4
COc1cccc(CNC(=O)CNC(=S)N(Cc2ccccc2)Cc2ccccc2F)c1 | -0.3 | 6.6 | -1.1 | 30.4 | 2.6 | 22.4 | -13.6 | 10.1 | -0.3
COCCNCCCOc1ccc(Br)cc1Cl | 0.2 | 2.9 | 13.1 | -19.7 | 10.2 | 16.7 | 0.0 | 1.4 | 1.1
CCOC(=O)C1(C)NC(c2cc(OC)c(OC)c(OC)c2)C2C(=O)N(CC)C(=O)C21 (centres undefined) | 1.7 | 5.2 | -15.7[fluorescence artefact?] | 2.3 | 7.5 | -11.5 | 8.3 | 7.0 | 0.6
S=C(c1ccccc1)N1CCCc2ccccc21 | -3.1 | 8.5 | -15.5[fluorescence artefact?] | 38.9 | 8.2 | 24.9 | -13.8 | 58.5 | -0.1
CCCn1c(SCC(=O)Nc2cc(Cl)ccc2OC)n[nH]c1=O | -0.4 | 0.0 | 1.8 | 33.9 | 16.2 | 1.3 | -26.6 | -11.2 | 0.8
COc1ccc(NC(=O)CSc2ccccn2)c([N+](=O)[O-])c1 | -0.7 | nt | 6.0 | -26.1 | 5.1 | 4.6 | -14.9 | -28.3 | -0.6
CCN1CCCc2cc(CN(CCN3CCOCC3)C(=O)Nc3ccc(C)c(C)c3)ccc21 | 0.1 | 3.7 | 13.1 | 69.0 | 10.1 | 13.8 | -2.2 | 14.3 | 0.2
NC(=O)Nc1ccc(F)cc1 | -0.1 | 3.7 | 13.1 | -23.7 | 0.1 | 16.4 | -8.8 | 24.1 | 0.3
CCN(CC)S(=O)(=O)c1ccc2c(c1)c(=O)c(C(=O)NCc1cccs1)cn2C | 1.5 | 5.1 | 6.8 | 52.0 | 10.7 | -6.1 | -1.5 | -22.1 | 0.7
COc1ccccc1OCC(=O)Nc1cc(S(=O)(=O)N2CCCCC2)ccc1N1CCCCC1 | -1.9 | 1.3 | 20.2 | 6.7 | 5.6 | 4.0 | -13.8 | 39.3 | 0.3

Some of the compounds tested (hit frequency here may not be typical).
